SENP8 block-1: human SENP8 protease inhibitors, primary screen, biochemical, fluorescence, Nedd8 protein substrate, uHTS; Sentrin-specific protease 8 (Homo sapiens), Q96LD8; recombinant SENP8; inhibition, % at 20 µM; 360,000 tested, 0.64% active; AID 602440, 2012; in the data active = inhibition mostly above about 40%, no sharp cut-off; inactive = mostly below about 27%
Apaf1 inhib: inhibitors of human Apaf-1 apoptosome, primary screen, biochemical, DEVD-Rh110 fluorescence, uHTS | reconstituted apoptosome caspase-3 activity | inhibition, % at 20 µM | 330,000 tested, 0.71% active; active = inhibition of at least 40% at 20 µM;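 note: plate controls were DMSO wells for no effect and DEVD-CHO caspase inhibitor wells for full effect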
Target sequence (O14727 whole entry, looked up): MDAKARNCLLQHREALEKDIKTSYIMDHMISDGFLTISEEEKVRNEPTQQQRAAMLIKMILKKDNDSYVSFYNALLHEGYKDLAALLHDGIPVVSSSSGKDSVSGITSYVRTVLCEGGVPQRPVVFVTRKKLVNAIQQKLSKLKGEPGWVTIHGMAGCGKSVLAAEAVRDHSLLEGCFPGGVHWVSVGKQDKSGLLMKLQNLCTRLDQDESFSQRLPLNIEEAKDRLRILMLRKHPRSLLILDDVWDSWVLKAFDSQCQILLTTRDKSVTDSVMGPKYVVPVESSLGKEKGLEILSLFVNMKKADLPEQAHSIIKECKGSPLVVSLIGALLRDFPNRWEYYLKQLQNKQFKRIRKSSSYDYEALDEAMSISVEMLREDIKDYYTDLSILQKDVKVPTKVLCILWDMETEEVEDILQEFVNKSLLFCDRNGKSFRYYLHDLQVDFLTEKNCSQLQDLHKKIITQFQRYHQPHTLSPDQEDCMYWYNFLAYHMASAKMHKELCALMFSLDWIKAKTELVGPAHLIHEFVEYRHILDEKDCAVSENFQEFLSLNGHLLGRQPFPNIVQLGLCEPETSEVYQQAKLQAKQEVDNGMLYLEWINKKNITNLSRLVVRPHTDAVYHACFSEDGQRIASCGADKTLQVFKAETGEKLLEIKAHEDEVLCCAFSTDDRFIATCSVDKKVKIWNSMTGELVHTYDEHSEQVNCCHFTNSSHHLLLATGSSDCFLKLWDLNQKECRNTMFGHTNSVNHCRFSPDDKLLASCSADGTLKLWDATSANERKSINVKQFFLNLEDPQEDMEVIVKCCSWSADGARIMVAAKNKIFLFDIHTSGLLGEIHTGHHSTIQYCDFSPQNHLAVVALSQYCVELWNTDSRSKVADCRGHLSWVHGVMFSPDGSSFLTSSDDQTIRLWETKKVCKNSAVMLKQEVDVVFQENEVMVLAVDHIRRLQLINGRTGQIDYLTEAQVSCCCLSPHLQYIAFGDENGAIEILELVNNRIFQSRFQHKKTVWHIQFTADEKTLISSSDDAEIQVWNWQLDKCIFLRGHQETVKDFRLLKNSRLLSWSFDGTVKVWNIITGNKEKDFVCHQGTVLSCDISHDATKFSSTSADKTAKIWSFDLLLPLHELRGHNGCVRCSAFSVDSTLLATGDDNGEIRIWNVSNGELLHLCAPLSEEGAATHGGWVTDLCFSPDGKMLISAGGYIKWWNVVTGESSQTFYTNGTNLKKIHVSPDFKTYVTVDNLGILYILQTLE
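System – cell-free apoptosome with Apaf-1, procaspase-3 and caspase-9 · Buffer or medium – pH 7.5 Hepes buffer with CHAPS, BSA, DTT · Also added – cytochrome c with DEVD-Rh110 · Times – 30 min compound preincubation, 50 min activation, room temperature · Technique – Rh110 fluorescence intensity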
SENP7 inh: SENP7 protease inhibitors, primary screen, biochemical, luminescence, uHTS; 330,000 tested, 1.5% active; AID 434973, 2010; recombinant SENP7, Z-RLRGG-aminoluciferin luminescence, 40 min; Sentrin-specific protease 7 (Homo sapiens), Q9BQF6; inhibition, % at 5 µM;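 active = inhibition above about 50% at the single test dose, limit read from the data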;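 note: plate controls were DMSO with enzyme for no effect and no enzyme buffer wells for full effect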
PfG6PD inh: PfG6PD enzyme inhibitors, primary screen, biochemical, fluorescence intensity, uHTS; glucose-6-phosphate dehydrogenase-6-phosphogluconolactonase (Plasmodium falciparum 3D7); PfGluPho enzyme, NADPH resazurin-diaphorase fluorescence; inhibition, % at 20 µM; 350,000 tested, 0.78% active; AID 504690, 2011;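 active = inhibition reaching at least a set limit at 20 µM in the primary screen, cut at about 59% in these data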;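 note: 0% = DMSO wells with substrate and 100% = DMSO wells lacking glucose-6-phosphate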
SENP1 FRET inh: human SENP1 catalytic domain inhibitors, primary screen, biochemical, FRET, uHTS; recombinant SENP1 catalytic domain, CyPet-SUMO1-YPet FRET cleavage; inhibition, % at 10 µM; 360,000 tested, 0.21% active; AID 624204, 2012;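 active = inhibition at least 30% at 10 µM, raw YFP signal under a set limit, fluorescence ratio 0.5 to 1.5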;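 note: 0% = enzyme with DMSO and 100% = no enzyme wells; some results filed as inactive read as strong as hits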
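Assay system: hSENP1 catalytic domain, recombinant. Amount: SENP1 enzyme, 20 pM final. Schedule: 50 min reaction, RT, dark. Technique: FRET, CFP and YFP emission. Control set: no-enzyme wells low, DMSO-plus-enzyme wells high control.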
NLRP3 yeast inh: NALP3 inflammasome inhibitors in reconstituted yeast, primary screen, luminescence, uHTS. Yeast reconstituted NLRP3/ASC/caspase-1, beta-gal luminescence, 24 h. inhibition, % at 10 µM. 330,000 tested, 0.39% active. AID 2825, 2010;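 active = inhibition of 50% or more; inactive = inhibition below 50%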;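 note: plate controls were induced DMSO wells for no effect and uninduced yeast grown without galactose for full effect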
SENP8 block-2: SENP8 protease inhibitors, primary screen, biochemical, luminescence; inhibition, % at 10 µM; 330,000 tested, 1.2% active; AID 2540, 2010; Sentrin-specific protease 8 (Homo sapiens), Q96LD8; purified SENP8, Z-RLRGG-aminoluciferin cleavage; in the data active = inhibition above about 50%
SENP6 inh: SENP6 protease inhibitors, primary screen, biochemical, luminescence, uHTS; inhibition, % at 10 µM; Recombinant SENP6 catalytic domain, aminoluciferin luminescence; AID 2599, 2010; Sentrin-specific protease 6 (Homo sapiens), Q9GZR1; 330,000 tested, 1.8% active;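 active = inhibition above about 50% at the single tested dose, limit read from the data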;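 note: plate controls were DMSO wells with enzyme for no effect and DMSO wells lacking enzyme for full effect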
HKDC1 inh: HKDC1 hexokinase inhibitors, primary screen, biochemical, fluorescence, uHTS | AID 493160, 2011 | 340,000 tested, 0.16% active | inhibition, % at 20 µM | recombinant HKDC1, G6PDH/diaphorase resazurin coupled fluorescence | Q2TB90;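 active = inhibition above about 35% when tested at 20 µM, limit read from the data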;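 note: plate controls were DMSO wells with enzyme for no effect and DMSO wells lacking enzyme for full effect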
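Test system: recombinant HKDC1 (HK5) hexokinase enzyme, produced in-house / Doses: 20 µM test compound, 1% DMSO / Timing: 90 min, room temperature / Detection: G6PDH/diaphorase-coupled fluorescence, 1 mM NADP, 100 µM resazurin, 525/613 nm / Control set: DMSO wells with and without enzyme mix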
An asterisk follows results filed as active; / = no result given.

SMILES	SENP8 block-1	Apaf1 inhib	SENP7 inh	PfG6PD inh	SENP1 FRET inh	NLRP3 yeast inh	SENP8 block-2	SENP6 inh	HKDC1 inh
O=C1C(Nc2ccccc2)=CC(c2ccc(O)cc2)N1c1ccccc1 (stereo not given)	-452	25	3	5	-73	10	5	58*	-2
C=CCn1c(SCC2CCCCO2)nc2sc(CC)cc2c1=O (stereo not given)	15	20	5	-13	0	28	-1	-2	1
Cc1cc(C)cc(NC(=O)c2ccc(CSc3nnc(C)s3)cc2)c1	12	12	4	-24	1	9	3	48	-2
COc1ccc(-c2cc(C(=O)NC(C(=O)O)C(C)C)c(C)o2)cc1OC (stereo not given)	-22	2	-1	3	0	18	5	2	4
CCOC(=O)c1ccc2[nH]c3c(c2c1)CN(C)CC3	-137	3	-2	0	-20	11	5	-2	-3
Cc1cc(OCC(O)CN2CCc3ccccc3C2)ccc1Cl (stereo not given)	3	20	-4	3	0	23	5	6	-4
Cc1ccc(NC(=O)[C@H](CC(C)C)NC(=O)[C@@H]2Cc3ccccc3CN2)cc1	11	6	3	9	2	17	-4	-2	-4
COc1cc(SC#N)ccc1N=Cc1c(C)[nH]n(-c2ccc(C)cc2C)c1=O	29	-6	6	40	67*	11	6	7	-15
Cc1ccc(C(=O)CSc2ccc(-c3cccnc3)nn2)cc1	12	-14	-1	27	0	16	-9	-34	-4
CC(C)Nc1nc(NC(C)(C)C)nc(Oc2ccc(=O)n(C)n2)n1	13	2	0	11	3	4	5	4	4
COc1ccc(/C=C(\NC(=O)c2ccco2)C(=O)NCc2ccco2)cc1	5	-4	1	0	0	9	0	0	-5
OC1(c2ccccc2)CCN(Cc2ccccc2)C2CCCCC21 (stereo not given)	13	5	-6	-11	1	-9	-8	-45	-6
Cc1ccc(S(=O)(=O)CC(c2ccccc2)N2CCOCC2)cc1 (stereo not given)	14	1	-5	2	0	16	-3	-12	-5
C=CCN1C(=O)C(CC(=O)Nc2ccccc2)N(Cc2ccccn2)C1=S (stereo not given)	4	1	3	9	3	-2	-1	2	-3
Cc1cc(C(=O)c2cnc(/N=C/N(C)C)s2)c(F)cc1Cl	-263	2	11	6	-58	24	2	-10	-1
CC1CCCC(C)N1C(=O)c1ccc(S(=O)(=O)NCc2ccco2)cc1 (stereo not given)	8	-3	-8	-2	0	23	-11	3	-3
CCOc1ccc(C(=O)N2CCN(c3ccccn3)CC2)cc1OCC	1	-8	-4	14	28	14	-4	-15	-3
CCOC(=O)C1CCCN(C(=S)NC2CCCCC2)C1 (stereo not given)	22	10	2	3	3	8	2	-1	3
Cc1[nH]c(=O)c(C#N)c(C)c1CCC(=O)Nc1cc(S(C)(=O)=O)ccc1Cl	-21	6	8	-3	0	22	1	26	-5
C=CCSc1nc(N)c2c(C)c(C)sc2n1	15	2	15	6	-1	12	-5	2	-4
Cc1c(NC(=O)C(C)OC(=O)Cc2ccc(F)cc2)c(=O)n(-c2ccccc2)n1C (stereo not given)	1	-1	-11	9	2	9	2	-11	-5
O=C(NC1CC2CCC(C1)N2Cc1ccccc1)c1cccc(F)c1 (stereo not given)	3	-7	-8	3	-2	12	1	-18	-8
CN(C(=O)c1cccc(NC(=O)Cc2ccc(NC(=O)C3CCN(C(=O)C4CCCCC4)CC3)cc2)c1)C1CC1	-11	/	/	-12	0	/	/	/	-1
CCn1c(=O)cc(N2CCN(Cc3ccccc3)CC2)[nH]c1=O	8	11	-11	10	-2	15	-11	-4	-5
COc1ccc(OC)c(N=CC2=C(O)CC(C)(C)CC2=O)c1	-22	9	-7	21	-3	3	-2	7	5

The list goes on, starting with the last 7 of the part before.
SMILES	SENP8 block-1	Apaf1 inhib	SENP7 inh	PfG6PD inh	SENP1 FRET inh	NLRP3 yeast inh	SENP8 block-2	SENP6 inh	HKDC1 inh
Cc1[nH]c(=O)c(C#N)c(C)c1CCC(=O)Nc1cc(S(C)(=O)=O)ccc1Cl	-21	6	8	-3	0	22	1	26	-5
C=CCSc1nc(N)c2c(C)c(C)sc2n1	15	2	15	6	-1	12	-5	2	-4
Cc1c(NC(=O)C(C)OC(=O)Cc2ccc(F)cc2)c(=O)n(-c2ccccc2)n1C (stereo not given)	1	-1	-11	9	2	9	2	-11	-5
O=C(NC1CC2CCC(C1)N2Cc1ccccc1)c1cccc(F)c1 (stereo not given)	3	-7	-8	3	-2	12	1	-18	-8
CN(C(=O)c1cccc(NC(=O)Cc2ccc(NC(=O)C3CCN(C(=O)C4CCCCC4)CC3)cc2)c1)C1CC1	-11	/	/	-12	0	/	/	/	-1
CCn1c(=O)cc(N2CCN(Cc3ccccc3)CC2)[nH]c1=O	8	11	-11	10	-2	15	-11	-4	-5
COc1ccc(OC)c(N=CC2=C(O)CC(C)(C)CC2=O)c1	-22	9	-7	21	-3	3	-2	7	5
Cc1cc(OCc2cc(C(=O)NC(C)c3c(C)nn(C)c3C)no2)cc(C)c1Cl (stereo not given)	11	13	5	26	-1	17	7	7	-2
COc1cc(/C=C/C(=O)OCC(=O)N2CCC(Cc3ccccc3)CC2)ccc1O	-326	2	3	-1	-100	14	5	-5	-1
O=C(C1CCN(c2nnc(-n3cccc3)s2)CC1)N1CCOCC1	11	3	-1	-4	3	-1	-2	5	-6
CNC(=O)CSc1nc2ccccc2c(=O)n1CCc1ccccc1	7	-9	-4	14	0	21	4	2	-3
CC(C)NC(=O)Cn1c(=O)c2c(ncn2Cc2ccccc2)n(Cc2ccccc2)c1=O	12	-7	-1	4	3	-9	-2	13	-9
CC(C)(CC(=O)O)CC(=O)N1CCCN(c2nccc(C(F)(F)F)n2)CC1	-9	9	-8	-15	0	5	-17	-12	-1
Cc1sc2ncnc(OCC(=O)NCC3CCCO3)c2c1C (stereo not given)	7	-1	2	-9	1	-12	5	7	-3
CSc1sc(C(=O)NNC(=O)c2ccc(Cl)cc2)c2c1C=CCC2	-14	-5	2	-4	0	31	-6	-9	5
CC(C)c1nc(SCC(=O)Nc2cccc3ccccc23)n[nH]1	-2	-5	-7	11	0	5	11	7	2
Cc1ccc(Nc2cc(C)c(O)c(C)c2)cc1	48*	8	8	107*	6	24	2	8	29
Cc1sc2ncnc(N3CCC(C(=O)Nc4nc(-c5cccs5)cs4)CC3)c2c1C	-1	28	-5	12	-4	23	-3	-12	0
CC1(C(=O)NC(=S)N(CCC#N)Cc2cccnc2)CC1(Cl)Cl (stereo not given)	/	1	14	/	/	10	0	13	/
CCCn1c(C)cc(/C=C(\C#N)C(=O)O)c1C	-25	-16	6	-17	0	7	8	7	-3
COc1ccc(-c2noc3c2-c2nc(-c4ccc(Br)cc4)sc2CC3)cc1	-498	9	-6	-3	0	15	1	3	1
CC1(C2CCC3(C)OC3C2)CO1 (stereo not given)	8	/	/	5	2	/	/	/	-8
COCCSc1nnc(-c2cnccn2)o1	6	5	0	-14	0	0	-5	0	-3
NC(=O)CN1C(=O)C(=O)N(Cc2ccccc2)C1=O	14	9	14	3	3	10	12	-1	-6
CCCCn1c(N)c(N(CC(C)C)C(=O)c2cccc(S(=O)(=O)N3CCCCC3)c2)c(=O)[nH]c1=O	-14	5	-10	-2	-2	-1	-5	-8	-7
COc1ccc(-c2nn(Cc3ccccc3)cc2C(=O)N2CCN(c3ncccn3)CC2)cc1OC	-37	18	-5	-3	1	18	-2	-13	-4
CCCC(=O)Nc1ccc(C(=O)COC(=O)C2CC2C)cc1 (stereo not given)	11	16	-7	4	-2	25	-23	7	-4
Cn1c(=O)[nH]c(=O)c2c1nc(N1CCCC1)n2CCCSc1nc2ccccc2o1	13	7	-1	-6	2	-3	1	4	1
NC(=O)CSc1nnc(-c2ccccc2)c(-c2ccccc2)n1	11	-1	2	2	2	7	1	-8	-4
Cc1noc(C)c1COc1ccccc1C(=O)NCc1ccccc1Cl	18	13	4	-2	2	22	2	6	-8
COc1cccc(CN(C)CCCn2cnc(C(=O)Nc3ccc(C)c(C)c3)n2)c1	8	/	/	2	-4	/	/	/	-7
CC[C@@]12C(=O)N(c3cccc(C)c3)C(=O)N1[C@H](c1ccc(Br)cc1)[C@@H]1C(=O)N(C(C)(C)C)C(=O)[C@@H]12	10	19	-9	8	0	-2	-7	-6	1
CC1(C)Cc2c(cnn2-c2cccc(F)c2)C(NC(=O)CCc2cnccn2)C1 (stereo not given)	-1	-16	4	4	1	5	8	4	-7
COc1ccc(C(CC(=O)N2CCN(c3ccccc3)CC2)c2c(O)cc(OC)cc2OC)cc1 (stereo not given)	-28	21	-12	11	3	13	5	-17	3
Cc1cccc(C(C)C)c1NC(=O)COC(=O)COc1ccc2c(C)cc(=O)oc2c1	-146	-2	10	7	1	11	-3	-3	11

Exported field by field: part of the list above.
CC(C)(CC(=O)O)CC(=O)N1CCCN(c2nccc(C(F)(F)F)n2)CC1
- SENP8 block-1: -9
- Apaf1 inhib: 9
- SENP7 inh: -8
- PfG6PD inh: -15
- SENP1 FRET inh: 0
- NLRP3 yeast inh: 5
- SENP8 block-2: -17
- SENP6 inh: -12
- HKDC1 inh: -1

Cc1sc2ncnc(OCC(=O)NCC3CCCO3)c2c1C (stereo not given)
- SENP8 block-1: 7
- Apaf1 inhib: -1
- SENP7 inh: 2
- PfG6PD inh: -9
- SENP1 FRET inh: 1
- NLRP3 yeast inh: -12
- SENP8 block-2: 5
- SENP6 inh: 7
- HKDC1 inh: -3

Marked active in SENP1 FRET inh, among the entries above:
canonical_smiles	SENP7 inh	PfG6PD inh	SENP1 FRET inh	NLRP3 yeast inh	SENP6 inh	HKDC1 inh
COc1cc(SC#N)ccc1N=Cc1c(C)[nH]n(-c2ccc(C)cc2C)c1=O	6	40	67*	11	7	-15

Compound activity as filed in PubChem.
